FBW7 activator – FBW7 E3 ligase activators, primary screen, biochemical, AlphaScreen, human; F-box/WD repeat-containing protein 7 (Homo sapiens), Q969H0; normalized activity (activation), % at 26.1 µM; AID 1259310, 2017; AlphaScreen FBW7–phospho-cyclin E peptide binding, activator screen; 650,000 tested, 0.13% active; in the data active means normalized activity above about 1.9%;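 further: purified mutant Fbw7 with reduced substrate affinity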
MITF primary – MITF inhibitors, primary screen, biochemical, AlphaScreen, human. inhibition, % at 2.6 µM. Microphthalmia-associated transcription factor (Homo sapiens), O75030. AlphaScreen MITF homodimerization, bead proximity signal. 650,000 tested, 0.91% active; in the data active means inhibition above about 50%;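 further: 0% = vehicle wells with protein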
Target sequence (O75030 whole entry, looked up): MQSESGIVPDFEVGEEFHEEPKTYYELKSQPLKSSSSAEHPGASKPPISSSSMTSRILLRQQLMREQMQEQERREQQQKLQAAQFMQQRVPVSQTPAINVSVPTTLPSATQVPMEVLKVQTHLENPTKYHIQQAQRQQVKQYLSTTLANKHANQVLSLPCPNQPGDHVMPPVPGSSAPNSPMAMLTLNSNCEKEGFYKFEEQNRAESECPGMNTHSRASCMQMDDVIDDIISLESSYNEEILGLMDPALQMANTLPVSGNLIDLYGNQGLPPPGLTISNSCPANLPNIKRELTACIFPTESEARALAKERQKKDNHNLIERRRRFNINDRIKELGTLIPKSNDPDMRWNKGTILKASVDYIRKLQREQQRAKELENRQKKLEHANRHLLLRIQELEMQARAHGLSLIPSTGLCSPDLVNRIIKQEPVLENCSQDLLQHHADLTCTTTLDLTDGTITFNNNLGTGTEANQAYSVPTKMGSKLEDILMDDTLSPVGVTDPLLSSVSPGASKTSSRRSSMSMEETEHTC
GPR151 ag – activators of human GPR151, primary screen, cell-based, PathHunter beta-arrestin, luminescence; G-protein coupled receptor 151 (Homo sapiens), Q8TDV0; activation, % at 11.2 µM; PathHunter beta-arrestin GPR151 cells; AID 1508602, 2020; 650,000 tested, 1% active; in the data active means activation above about 4.9%;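 further: 0% = median of compound wells and 100% = cells with positive control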
Target sequence (Q8TDV0 whole entry, looked up): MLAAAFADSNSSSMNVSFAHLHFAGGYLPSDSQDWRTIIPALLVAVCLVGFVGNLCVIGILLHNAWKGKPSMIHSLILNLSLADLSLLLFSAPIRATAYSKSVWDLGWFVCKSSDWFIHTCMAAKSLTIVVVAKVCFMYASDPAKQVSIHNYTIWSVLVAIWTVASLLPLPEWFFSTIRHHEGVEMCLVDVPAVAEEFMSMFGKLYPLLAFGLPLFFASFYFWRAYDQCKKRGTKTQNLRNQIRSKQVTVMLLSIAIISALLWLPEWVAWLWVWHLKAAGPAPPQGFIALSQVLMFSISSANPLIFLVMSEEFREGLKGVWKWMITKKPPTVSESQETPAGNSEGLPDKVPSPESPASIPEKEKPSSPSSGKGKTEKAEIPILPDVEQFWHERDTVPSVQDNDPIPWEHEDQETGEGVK
TEAD-YAP inh – TEAD-YAP interaction inhibition, primary screen, TEAD-YAP interaction inhibitor project, luminescence, HEK-TIYL cells. AID 1259422, 2018. TEAD-Gal4/YAP UAS-luciferase luminescence. inhibition, % at 9.12 µM. 640,000 tested, 1.4% active; in the data active means inhibition above about 32%;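 further: 0% = median of test compound wells and 100% = reference inhibitor wells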
Active calls of the source: *; & = joins results of further samples. Outcome played no part in choosing rows. Share with any hit: about 3.4%.

For O=C(Nc1ccc(N2CCOCC2)c(Cl)c1)c1ccc([N+](=O)[O-])cc1Cl the results were FBW7 activator 0.2, MITF primary -5, GPR151 ag -0.4 and TEAD-YAP inh 2.
`O=C(CCCn1c(=S)[nH]c2ccc(Br)cc2c1=O)N1CCOCC1` gave FBW7 activator 0.1, MITF primary 10, GPR151 ag -0.6 and TEAD-YAP inh 5.
Screening CN(C(=O)c1ccc([N+](=O)[O-])cc1)C1CC(C)(C)N(C)C(C)(C)C1 returned FBW7 activator 0.0, MITF primary -4, GPR151 ag -1.8 and TEAD-YAP inh 4.
Cc1cccc(OCC(=O)N/N=C\c2ccccc2)c1 was read as FBW7 activator 0.1, MITF primary 21, GPR151 ag -0.8 and TEAD-YAP inh 9.
`C(=N\Nc1nnnn1-c1cccc2ccccc12)/c1ccc2c(c1)OCO2` gave FBW7 activator 0.1, MITF primary -8, GPR151 ag 4.2 and TEAD-YAP inh -19.
`CCOCCCn1c(=S)[nH]c2cc(C(=O)N3CCC(C(N)=O)(N4CCCCC4)CC3)ccc2c1=O` gave FBW7 activator 0.1, MITF primary -6, GPR151 ag 0.6 and TEAD-YAP inh 15.
For COc1ccccc1N1CCN(C2CCCN(C(=O)CCc3c(C)noc3C)C2)CC1 (stereo unspecified) the results were FBW7 activator -0.2, MITF primary 3, GPR151 ag -0.5 and TEAD-YAP inh -2.
`C=CCn1c(=S)[nH]c2cc(OC)c(OC)cc2c1=O` gave FBW7 activator 0.1, MITF primary 3, GPR151 ag 0.1 and TEAD-YAP inh 11.
Screening N#CCCS(=O)(=O)c1ccc(Cl)c(Cl)c1 returned FBW7 activator 0.9, MITF primary 7, GPR151 ag 0.1 and TEAD-YAP inh 7.
Screening CCCC(=O)Nc1ccccc1C(=O)O returned FBW7 activator 0.1, MITF primary 3, GPR151 ag 2.0 and TEAD-YAP inh 0.
For Cc1ccccc1OCC(O)Cn1c(N2CCCCCC2)nc2c1c(=O)n(C)c(=O)n2C (stereo unspecified) the results were FBW7 activator 1.0, MITF primary 27, GPR151 ag -0.4 and TEAD-YAP inh -4.
Screening COc1c(Cl)cc(Cl)cc1/C=N/n1c(C)nnc1-n1nc(C)cc1C returned FBW7 activator 0.2, MITF primary 10, GPR151 ag 1.2 and TEAD-YAP inh -3.
For O=C(N/N=C/c1ccc([N+](=O)[O-])cc1)c1ccc(NC(=O)c2ccc(F)cc2)cc1 the results were FBW7 activator 0.0, MITF primary 3, GPR151 ag -0.6 and TEAD-YAP inh -4.
`O=C(CN1C(=O)c2ccccc2C1=O)NC(=S)Nc1ccccc1` gave FBW7 activator 0.2, MITF primary 4, GPR151 ag -0.4 and TEAD-YAP inh 1.
COc1cccc(C2c3[nH]c4ccccc4c3CCN2Cc2nc[nH]c2C)c1 (stereo unspecified) was read as FBW7 activator 0.0, MITF primary 1, GPR151 ag 3.7 and TEAD-YAP inh -5.
For O=C(Cn1cnc([N+](=O)[O-])n1)Nc1ccccc1C(F)(F)F the results were FBW7 activator 0.7, MITF primary 21, GPR151 ag -1.5 and TEAD-YAP inh -5.
Screening COCCn1c(=O)[nH]c2cc(C(=O)N3CCN(c4cccc(Cl)c4)CC3)ccc2c1=O returned FBW7 activator -0.1, MITF primary -7, GPR151 ag -0.1 and TEAD-YAP inh 15.
Screening Cc1nc(Cl)c([N+](=O)[O-])c(N2CCN(c3nc(C)nc(Cl)c3[N+](=O)[O-])CC2)n1 returned FBW7 activator 0.1, MITF primary -8, GPR151 ag -1.5 and TEAD-YAP inh -8.
O=C(NC(n1ccc(=O)[nH]c1=O)C(Cl)(Cl)Cl)c1ccc(Cl)cc1 (stereo unspecified) was read as FBW7 activator -0.1, MITF primary -1, GPR151 ag 0.0 and TEAD-YAP inh -2.
Screening COc1ccccc1Cn1c(SCc2csc(C)n2)nc2ccc(Br)cc2c1=O returned FBW7 activator -0.1, MITF primary -16, GPR151 ag -0.4 and TEAD-YAP inh -6.
Screening COc1ccc(OCCCC(=O)n2c(C(C)O)nc3ccccc32)cc1 (stereo unspecified) returned FBW7 activator 0.0, MITF primary -2, GPR151 ag 0.6 and TEAD-YAP inh -2.
For CSc1nc2ccccc2n1Cc1c(C)ccc2ccccc12 the results were FBW7 activator -0.1, MITF primary 8, GPR151 ag -1.3 and TEAD-YAP inh -5.
COc1cccc(/C=N/NC(=O)C(C)Nc2ccccc2C)c1 (stereo unspecified) was read as FBW7 activator 0.0, MITF primary -9, GPR151 ag 1.4 and TEAD-YAP inh -2.
For CCCCNc1nc2ccccc2n1CC(=O)Nc1cccc(NC(C)=O)c1 the results were FBW7 activator 0.1, MITF primary 4, GPR151 ag 1.9 and TEAD-YAP inh -8.
Screening Cc1cc(NC(=O)C2COc3ccccc3O2)on1 (stereo unspecified) returned FBW7 activator 0.0, MITF primary 8, GPR151 ag 0.3 and TEAD-YAP inh -22.
For COC(=O)C1=C(C)NC(=O)/C1=C\c1cc(C)n(-c2cccc(Br)c2)c1C the results were FBW7 activator 0.0, MITF primary -6, GPR151 ag -1.3 and TEAD-YAP inh 13.
For O=C(c1cc(-c2cccs2)on1)N1CCN(c2ccc(F)cc2)CC1 the results were FBW7 activator 0.2, MITF primary 13, GPR151 ag -0.4 and TEAD-YAP inh 3.
C#CCOC(=O)CCCC(=O)Nc1ccc([N+](=O)[O-])cc1Cl was read as FBW7 activator -0.1, MITF primary 6, GPR151 ag 0.4 and TEAD-YAP inh 4.
CCOC(=O)C1=C(O)/C(=C\c2cc(C)n(-c3ccc(OC)c(Cl)c3)c2C)N=C1C was read as FBW7 activator -0.2, MITF primary 6, GPR151 ag -0.2 and TEAD-YAP inh -10.
For Nc1cccc(S(=O)(=O)NC2CCCCC2)c1 the results were FBW7 activator 0.0, MITF primary -8, GPR151 ag -0.3 and TEAD-YAP inh -7.
Screening O=c1oc2ccc(Cl)cc2n1CN1CCN(Cc2ccccc2)CC1 returned FBW7 activator -0.1, MITF primary 6, GPR151 ag 0.8 and TEAD-YAP inh 0.
Screening COc1ccc(COC(=O)N/N=C2\C[C@@H](O)[C@@H](O)[C@@H]3[C@@H]4C(=O)N(Cc5ccc6c(c5)OCO6)C(=O)[C@@H]4CC[C@@H]23)cc1 returned FBW7 activator 0.0, MITF primary -6 and GPR151 ag -2.0.
For COc1cc(/C=C2/SC(=Nc3ccccc3)N(C3CCCC3)C2=O)cc(I)c1O the results were FBW7 activator -0.1, MITF primary -7, GPR151 ag -1.8 and TEAD-YAP inh -7.
Screening NS(=O)(=O)c1cccc(NC(=S)NC(=O)C23CC4CC(CC(C4)C2)C3)c1 returned FBW7 activator -0.1, MITF primary -7, GPR151 ag 0.9 and TEAD-YAP inh 6.
For Cc1c(Cc2ccccc2)sc(NC(=O)c2ccccc2C(=O)O)c1C(N)=O the results were FBW7 activator 0.0, MITF primary 13, GPR151 ag -0.7 and TEAD-YAP inh -4.
Screening CCc1ccc(NC(=O)CSc2nc3sc4c(c3c(=O)n2-c2ccccc2)CCC(CC)C4)cc1 (stereo unspecified) returned FBW7 activator -0.1, MITF primary -3, GPR151 ag 0.6 and TEAD-YAP inh -1.
For Cc1cc(C(=O)C(=O)Nc2nncs2)c(C)n1-c1ccc(Cl)cc1 the results were FBW7 activator 0.0, MITF primary 11, GPR151 ag -0.3 and TEAD-YAP inh 0.
Screening CC1=NN(c2ccccc2)C(=O)C1=C(C)C returned FBW7 activator -0.1, MITF primary 0, GPR151 ag -1.1 and TEAD-YAP inh 5.
For Cc1[nH]c2ccccc2c1C(=O)C(=O)N(C(C)C)C(C)C the results were FBW7 activator 0.3, MITF primary 8, GPR151 ag 1.9 and TEAD-YAP inh 8.
COC(=O)C1=CN(Cc2ccc(Cl)cc2)C=C(C(=O)OC)C1c1ccc(C(C)C)cc1 was read as FBW7 activator 0.8, MITF primary -11, GPR151 ag 1.3 and TEAD-YAP inh -2.
Screening CC(C)CC(=O)Nc1ccccc1C(N)=O returned FBW7 activator 0.0, MITF primary -12, GPR151 ag 1.2 and TEAD-YAP inh 9.
Screening CC1(C)Cc2c(sc(NC(=O)C(Cc3ccccc3)N3C(=O)c4ccccc4C3=O)c2C#N)C(C)(C)N1 (stereo unspecified) returned FBW7 activator 0.0, MITF primary 3, GPR151 ag -0.2 and TEAD-YAP inh 2.
`CCN1C(=O)/C(=C\c2cccc(OC)c2OC)C(C(=O)OC)=C1C` gave FBW7 activator 0.2, MITF primary 14, GPR151 ag 0.4 and TEAD-YAP inh 9.
`COCCN1C(=O)CC(CC(=O)NCc2ccccc2)(c2ccccc2C)C1=O` (stereo unspecified) gave FBW7 activator -0.1, MITF primary 0, GPR151 ag -0.4 and TEAD-YAP inh -10.
Screening CCN(CC)S(=O)(=O)c1ccc(/C=C/C(=O)OCc2ccc([N+](=O)[O-])cc2)cc1 returned FBW7 activator -0.2, MITF primary -2, GPR151 ag 0.1 and TEAD-YAP inh -12.
For Cn1c(O)c(/C=C/C=C/C=Nc2ccccc2)oc1=S the results were FBW7 activator -0.5&0.1, MITF primary 1&8, GPR151 ag -0.7&0.2 and TEAD-YAP inh 0&2.
`COC(=O)C1=C(C)N(C)C(C)=C(C(=O)OC)C1c1ccncc1` gave FBW7 activator -0.4, MITF primary 2, GPR151 ag -0.3 and TEAD-YAP inh -2.
Screening COc1ccc(-n2ncc3c(Nc4ccccc4C)ncnc32)cc1 returned FBW7 activator -0.1, MITF primary -6, GPR151 ag 0.8 and TEAD-YAP inh -55.
Screening CCOC(=O)CCC(=O)Nc1sc2c(c1C(=O)OCC)CCCC2 returned FBW7 activator -0.1, MITF primary 5, GPR151 ag -0.3 and TEAD-YAP inh -4.
COC(c1ccc2c(c1)CN(C(=O)CCc1ccncc1)CCO2)C1CCCCC1 (stereo unspecified) was read as FBW7 activator -0.3, MITF primary -8, GPR151 ag 0.5 and TEAD-YAP inh 4.
O=C(CC1C(=O)NCCN1Cc1ccc(F)cc1Cl)NC1(c2ccccc2)CC1 (stereo unspecified) was read as FBW7 activator 0.0, MITF primary 4, GPR151 ag 1.6 and TEAD-YAP inh 15.
`CCOc1ccc(C2C(=O)c3ccccc3C2=O)cc1` gave FBW7 activator -0.3, MITF primary -4, GPR151 ag 0.0 and TEAD-YAP inh -4.
CNC(=O)CSc1nc2c(c(=O)n(C)c(=O)n2C)n1Cc1ccc(F)cc1 was read as FBW7 activator 0.3, MITF primary -18, GPR151 ag 0.1 and TEAD-YAP inh -6.
`CCOC(=O)C1=C(C)N=c2s/c(=C\c3cn(C)c4ccccc34)c(=O)n2C1c1ccccc1OC(C)C` (stereo unspecified) gave FBW7 activator -0.1, MITF primary 7, GPR151 ag 0.0 and TEAD-YAP inh -5.
Cc1cnc(N2CCN(Cc3ccc4c(c3)OCO4)CC2)nc1NCCN(C(C)C)C(C)C was read as FBW7 activator -0.1, MITF primary -4, GPR151 ag -1.9 and TEAD-YAP inh -5.
Screening Cc1cc(NC(=O)C(C)N2C(=O)C3C4CCC(C4)C3C2=O)cc(C)c1Br (stereo unspecified) returned FBW7 activator 0.0, MITF primary 8, GPR151 ag 0.8 and TEAD-YAP inh 8.
COc1ccc(NC(=O)Cn2cnc3scc(-c4ccccc4)c3c2=O)cc1Cl was read as FBW7 activator 0.0, MITF primary -4, GPR151 ag -0.6 and TEAD-YAP inh 23.
Screening CS(=O)(=O)N1CCN(C(=O)c2cc3ccccc3[nH]2)CC1 returned FBW7 activator -0.1, MITF primary 1, GPR151 ag 0.5 and TEAD-YAP inh -11.
`Cn1c(=NC(=O)CCSc2ccccc2)sc2cc([N+](=O)[O-])ccc21` gave FBW7 activator 0.2, MITF primary -2, GPR151 ag 0.5 and TEAD-YAP inh -1.
CN=Cc1c(NC)n2c(C)cccc2nc1=O was read as FBW7 activator 0.2, MITF primary 8, GPR151 ag 0.7 and TEAD-YAP inh 3.
Screening CCn1c(=O)cc(OCC(=O)N(C)c2cc(Cl)c(OC)cc2OC)c2ccccc21 returned FBW7 activator 0.1, MITF primary -16, GPR151 ag -0.2 and TEAD-YAP inh 13.
Screening CC(C)[C@H](NC(=O)c1cc([N+](=O)[O-])ccc1Cl)C(=O)O returned FBW7 activator -0.2, MITF primary -6, GPR151 ag 4.7 and TEAD-YAP inh 7.

Ordered by number of heavy atoms (smallest number first): some entries from above.
CN=Cc1c(NC)n2c(C)cccc2nc1=O was read as FBW7 activator 0.2, MITF primary 8, GPR151 ag 0.7 and TEAD-YAP inh 3.
Screening CC(C)[C@H](NC(=O)c1cc([N+](=O)[O-])ccc1Cl)C(=O)O returned FBW7 activator -0.2, MITF primary -6, GPR151 ag 4.7 and TEAD-YAP inh 7.
`Cn1c(=NC(=O)CCSc2ccccc2)sc2cc([N+](=O)[O-])ccc21` gave FBW7 activator 0.2, MITF primary -2, GPR151 ag 0.5 and TEAD-YAP inh -1.
CNC(=O)CSc1nc2c(c(=O)n(C)c(=O)n2C)n1Cc1ccc(F)cc1 was read as FBW7 activator 0.3, MITF primary -18, GPR151 ag 0.1 and TEAD-YAP inh -6.
O=C(CC1C(=O)NCCN1Cc1ccc(F)cc1Cl)NC1(c2ccccc2)CC1 (stereo unspecified) was read as FBW7 activator 0.0, MITF primary 4, GPR151 ag 1.6 and TEAD-YAP inh 15.

Assay outcomes deposited in PubChem by The Scripps Research Institute Molecular Screening Center.
